12-LOX inh = ALOX12 (human) lipoxygenase inhibition; Potency, µM (top dose mostly 108 µM), for inactives: top-dose activity change, negative = inhibition, actives largely listed as inhibitors; hit rate 1.1% among 580,000; purified 12hLO, xylenol orange hydroperoxide absorbance; further: on the % scale 0 is the no-effect control and ±100 the full control effect
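Hydroperoxide product was detected by ferrous iron/xylenol orange as the 573 to 405 nm absorbance ratio. Arachidonic acid at 40 uM (final) was turned over for 30 min at room temperature by 150 nM human 12hLO, pH 7.0 Hepes buffer, after 15 min compound preincubation.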
RGS4 inh = human RGS4 inhibition | Transcreener GDP fluorescence polarization, RGS4-accelerated GTP hydrolysis | Potency, µM (top dose mostly 114 µM), inactives show top-dose activity change, negative = inhibition, most hits filed as inhibitors | hit rate 0.039% among 390,000 | P49798; further: on the % scale 0 is the no-effect control and ±100 the full control effect; nearly all actives have a fitted effect of over 75% in size; some results filed as inactive show a strong effect at the top dose
Target sequence (P49798 whole entry, looked up): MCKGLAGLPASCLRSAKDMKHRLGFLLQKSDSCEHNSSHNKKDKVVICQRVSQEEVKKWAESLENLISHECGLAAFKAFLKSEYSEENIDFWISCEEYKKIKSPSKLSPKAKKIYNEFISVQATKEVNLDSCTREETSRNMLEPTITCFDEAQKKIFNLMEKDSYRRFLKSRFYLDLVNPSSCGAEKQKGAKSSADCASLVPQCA
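MLSMR compounds (23 nl, pin-transferred) preincubated 10 min at room temperature with a 500nM (2x) first reagent, then RGS4 at 900nM (2x) plus Transcreener GDP mix added; fluorescence polarization (620/688 nm) read before and after 90 min at 30 °C.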
TrxR1 inh = blocks rat thioredoxin reductase 1; O89049; recombinant rTrxR1, NADPH fluorescence consumption, selenite substrate; Potency, µM (series often up to 114 µM), without a hit: at the highest dose activity change, negative = inhibition, usual class: inhibitors; hit rate 1% among 390,000; AID 588453; further: on the % scale 0 is the no-effect control and ±100 the full control effect; nearly all actives have a fitted effect of over 65% in size
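Rat TrxR1 (90 nM in the dispensed reagent) was pre-reduced with 400 uM NADPH for 5 min at room temperature, then incubated with compound for 15 min. After 400 uM selenite was added, NADPH fluorescence (Ex 340/Em 450 nm) was followed for 8 min.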
HP1b chromo inh = HP1-beta chromodomain-methylated histone interaction inhibition; P83916; AlphaScreen HP1-beta / biotin-H3K9me3 peptide binding; Potency, µM (top dose mostly 114 µM), inactives show at the highest dose activity change, negative = inhibition, actives largely listed as inhibitors; hit rate 0.56% among 390,000; AID 540317; further: nearly all actives have a fitted effect of over 70% in size; inactives centre near 23
Target sequence (P83916 whole entry, looked up): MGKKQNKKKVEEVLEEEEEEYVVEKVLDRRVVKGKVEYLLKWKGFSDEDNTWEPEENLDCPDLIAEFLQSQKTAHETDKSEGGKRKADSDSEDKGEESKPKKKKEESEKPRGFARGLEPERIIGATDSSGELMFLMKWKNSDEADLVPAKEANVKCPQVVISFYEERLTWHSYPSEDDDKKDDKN
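Compound inhibition of the preformed complex between 50 nM HP1-beta and 50 nM biotinylated H3K9me3 peptide was read by AlphaScreen. Buffer was PBS pH 7.4 with 0.01% Tween-20. Incubations ran 30 min at room temperature, with 10 ug/mL donor/acceptor beads.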
GLS inh = glutaminase GLS (human) inhibition; hit rate 0.21% among 410,000; AID 624170; GLS enzymatic activity, qHTS titration; O94925; Potency, µM (highest dose often 45.5 µM), for the others: at the top dose activity change, negative = inhibition, actives largely listed as inhibitors; further: on the % scale 0 is the no-effect control and ±100 the full control effect
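hKGA; 45 mM KH2PO4 pH 8.2 + 0.02% Tween-20; cpd via pin tool; 1 mM Gln soln; GluOx/HRP/Amplex Red; RT 30 min; fluor. t0 & final.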
JMJD2A Tudor = blocks the human JMJD2A Tudor domain; hit rate 4.4% among 390,000; Potency, µM (titrated, usually from 114 µM), inactives show at the highest dose activity change, negative = inhibition, most hits filed as inhibitors; AlphaScreen JMJD2A-Tudor / H3K4me3 peptide binding; O75164; further: on the % scale 0 is the no-effect control and ±100 the full control effect; nearly all actives have a fitted effect of over 50% in size
Pin1 inh = blocks the human prolyl isomerase Pin1 | Q13526 | Pin1 FP peptide displacement, HiFluor488, 10 min | Potency, µM (highest dose often 115 µM), without a hit: at the highest dose activity, negative = inhibition, usual class: inhibitors | hit rate 0.009% among 390,000; active means well fitted inhibition curve with a large enough effect in the polarisation, with a control signal flat, not every such curve was filed as active; inconclusive means small, poorly fitted or top-dose-only effect, or effect the other way, or a change in a side signal; inactive means no such curve, though single readings can be large or run the other way; the % refers to the polarisation; further: on the % scale 0 is the no-effect control and ±100 the full control effect
Target sequence (Q13526 whole entry, looked up): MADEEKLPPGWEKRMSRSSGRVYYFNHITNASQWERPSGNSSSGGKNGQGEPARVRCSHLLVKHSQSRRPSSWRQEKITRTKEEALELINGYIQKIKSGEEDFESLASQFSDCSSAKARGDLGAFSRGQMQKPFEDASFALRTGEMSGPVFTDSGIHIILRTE
PGK inhibitor = inhibitors of T. brucei phosphoglycerate kinase; PGK/GAPDH coupled, Kinase-Glo luminescence, 60 min; Potency, µM (top dose mostly 57.5 µM), without a hit: at the top dose activity change, negative = inhibition, most hits filed as inhibitors; hit rate 0.043% among 380,000; P07378; further: on the % scale 0 is the no-effect control and ±100 the full control effect; nearly all actives have a fitted effect of over 60% in size
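Recombinant glycosomal PGK reaction used 1,3-bisphosphoglycerate generated in-well by GAPDH (100nM final) in 100mM TEA pH 7.6, 5mM MgCl2, 0.01% Tween-20. After 60 minutes at room temperature, ATP was read by Kinase-Glo Plus luminescence end-point.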
ERG-DNA inh = inhibitors of human ERG Ets domain-DNA interaction; P11308; fluorescence polarization, His-ERG Ets domain / labelled DNA; Potency, µM (highest dose often 76.9 µM), for the others: top-dose FP activity, negative = inhibition, actives largely listed as inhibitors; hit rate 0.028% among 370,000; active means well fitted inhibition curve with a large enough effect in the polarisation, with a control signal flat; inconclusive means small, poorly fitted or top-dose-only effect, or effect the other way, or a change in a side signal; inactive means no such curve, though single readings can be large or run the other way; the % refers to the polarisation;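 further: polarization taken with two DNA probes labelled with fluorescein and Texas red; % of control where 0% means no effect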
Target sequence (P11308 whole entry, looked up, the tested form may be a part): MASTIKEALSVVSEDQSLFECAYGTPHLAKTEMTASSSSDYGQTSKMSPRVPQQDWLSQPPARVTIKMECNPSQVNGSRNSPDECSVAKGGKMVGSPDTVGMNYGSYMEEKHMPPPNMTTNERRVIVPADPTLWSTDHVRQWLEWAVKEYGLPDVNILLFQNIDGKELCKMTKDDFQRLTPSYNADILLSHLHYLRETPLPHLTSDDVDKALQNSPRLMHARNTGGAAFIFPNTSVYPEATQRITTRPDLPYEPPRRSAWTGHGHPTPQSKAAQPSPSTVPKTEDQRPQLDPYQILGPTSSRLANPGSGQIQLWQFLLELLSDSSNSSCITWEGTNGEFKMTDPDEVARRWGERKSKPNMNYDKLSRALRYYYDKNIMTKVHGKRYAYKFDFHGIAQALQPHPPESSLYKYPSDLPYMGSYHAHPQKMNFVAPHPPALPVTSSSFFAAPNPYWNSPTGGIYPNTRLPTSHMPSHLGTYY
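His-tagged ERG Ets domain (1 uM in the protein solution; 300mM KCl, 50mM Tris-HCl, 1mM EDTA, 1mM DTT, pH 7.5) received compound, then a probe mix of 5 nM fluorescein-DNA and 100nM Texas-615-DNA. Fluorescence polarization was read for both dyes.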
An asterisk follows results filed as active; i = inactive; ? = inconclusive; . = no result given; & = joins results of further samples; [ ] = another dose, or the depositor's remark. Unless noted, the call rests on the fitted dose curve; in most records, active means well fitted curve in the direction sought with a large enough effect; inconclusive means small, poorly fitted or top-dose-only effect, or another doubt; inactive means no such curve, though single readings can be large; an effect the other way counts as inactive or inconclusive. Potency means the concentration at half of the fitted maximal effect. These rows are one share of the data; rates above refer to the full screens.

Start of the listing, in advance:
12-LOX inh,RGS4 inh,TrxR1 inh,HP1b chromo inh,GLS inh,JMJD2A Tudor,Pin1 inh,PGK inhibitor,ERG-DNA inh,Compound
-6%,-22%,14%,63%[activator],9%,-2%,1%,.,-3%,Cc1ccccc1Cn1nnc2c(=O)[nH]c(C3CCCN(C(=O)c4ccc(F)cc4)C3)nc21 (stereo unspecified)
0%,?,-7%,?,-22%,?,4%,-2%,-5%,CC(C)(C)c1cc(C(=S)N2CCN(CCO)CC2)cc(C(C)(C)C)c1O
-7%,15%,3%[57.1 µM],19%,2%,-6%,?,-6%,-4%,Cc1ccc(S(=O)(=O)NC(CC(C)C)C(=O)N2CCOCCOCCOCCOCC2)cc1 (stereo unspecified)

The listing, previewed entries included:
12-LOX inh,RGS4 inh,TrxR1 inh,HP1b chromo inh,GLS inh,JMJD2A Tudor,Pin1 inh,PGK inhibitor,ERG-DNA inh,Compound
-6%,-22%,14%,63%[activator],9%,-2%,1%,.,-3%,Cc1ccccc1Cn1nnc2c(=O)[nH]c(C3CCCN(C(=O)c4ccc(F)cc4)C3)nc21 (stereo unspecified)
0%,?,-7%,?,-22%,?,4%,-2%,-5%,CC(C)(C)c1cc(C(=S)N2CCN(CCO)CC2)cc(C(C)(C)C)c1O
-7%,15%,3%[57.1 µM],19%,2%,-6%,?,-6%,-4%,Cc1ccc(S(=O)(=O)NC(CC(C)C)C(=O)N2CCOCCOCCOCCOCC2)cc1 (stereo unspecified)
5%,-7%,-3%,26%,1%,-7%,-3%,1%,0%,CCCn1cc(C(=O)N(C)C2CCCN(Cc3ccccc3F)C2)c(C)n1 (stereo unspecified)
-28%,-42%,?,11%,8%,20µM*,-11%,-5%,3%,Cc1[nH]c(=S)c(C#N)c(C)c1CCC#N
0%,-3%[56.9 µM],7%[57.1 µM],22%,2%,?,-12%,1%,-9%,CCCCOC(=O)c1ccc(NC(=S)N2CCN(c3ncc4c(=O)c(C(=O)O)cn(CC)c4n3)CC2)cc1
?,-9%,7%[57.1 µM],-11%,?,?,0%,-9%,-26%,C/C(=N\Nc1nc2ccccc2[nH]1)c1ccc(Cl)s1
17%,-22%,15%,15%,0%,-12%,0%,-9%[11.5 µM],.,COc1ccc(Cc2nnc(SCc3nc4ccccc4c(=O)[nH]3)o2)cc1
-4%,-4%[56.9 µM],6%,?,-1%,-23%[57.1 µM],?,i,3%,CCC(C)C(=O)Nc1nc(-c2ccc3c(c2)NC(=O)CO3)cs1 (stereo unspecified)
-2%,0%,19%[57.1 µM],37%,9%,-8%[57.1 µM],2%,5%,3%,O=C(Nn1cnc2ccccc2c1=O)c1ccc([N+](=O)[O-])cc1
-2%,2%,?,45%[activator],1%,21%,2%,-4%,0%,Cc1ccc(/C=N/NC(=O)c2nnn(-c3nonc3N)c2-c2cccs2)cc1
27%,26%,16%,33%,-1%,-6%,18%,-3%,2%,Cc1nc(N2CCN(S(=O)(=O)c3ccccc3C#N)CC2)c2c(-c3ccccc3)csc2n1
?,11%,19%,2%,-4%,-22%,2%,-6%,4%,CCCN(CCC)CCCNC(=O)Cn1ncc2c3ccccc3n(Cc3ccc(F)cc3)c2c1=O
341%[activator],-10%,-24%,9%,-4%,-24%,-5%,-6%,-4%,Cc1nc(N2CCN(C(=O)c3ccco3)CC2)c2oc3ccccc3c2n1
-5%,8%,12%,38%,-6%,-13%,-4%,i,3%,COc1ccc(-n2nnnc2SCC(=O)Nc2ccccc2N2CCOCC2)cc1OC
?,-1%,3%,3%[57 µM],1%,?,-6%,0%,14%,CN1CCN(c2nc(-c3ccccc3O)nc3ccccc23)CC1
0%,-18%,0%,22%,-1%,-15%,-7%,-7%,4%,Cc1ccccc1OCC(=O)Nc1ccc2c(c1)COC2=O
0%,-23%,6%,6%,4%,-22%,-12%,-8%,12%,CC1(C)C(=O)Nc2ccccc2N1C(=O)COC(=O)c1cc(S(C)(=O)=O)ccc1Cl
3%,-5%,5%,52%[activator],1%,-3%,?,2%,8%,CCO[C@@H]1OC(C(=O)NC2CC2)=C[C@H](C2CC2)[C@H]1CCCO
-5%,1%,-1%,25%,0%,-15%,-1%,-2%,10%,Cc1ccc(C2(C)NC(=O)N(CC(=O)NNC(=O)c3ccccc3)C2=O)cc1 (stereo unspecified)
0%,-17%,-6%,34%,-11%,7%,-1%,i,2%,CCc1ccc2[nH]c3nc(SCc4nnc(-c5ccc(C)cc5)o4)nnc3c2c1
?,?,40µM*,-20%,-1%,?,?,-4%,1%,NS(=O)(=O)c1ccc2c(c1)C1C=CCC1C(C1CC=CCC1)N2 (stereo unspecified)
4%,8%,0%[57.1 µM],30%,19%,35µM*,4%,0%,-4%,CC(C)Nc1nc(NC(C)C)nc(N(C)N)n1
-17%,-4%,19%,31%,-4%,-7%,0%,2%,-10%,Cc1nc2c(-c3ccc(F)cc3)c(C)nn2c(C)c1CCC(=O)NCc1ccc(Cl)cc1
265%[activator],9%,-43%,42%[activator],1%,-8%,-2%,3%,3%,COc1cccc(-c2nc(CS(=O)(=O)CC(=O)N3CCc4ccccc4C3)c(C)o2)c1
-1%,-29%[56.9 µM],22%[57.1 µM],26%,4%,-26%,-2%,-4%,-1%,CC(=O)Nc1ccc(CN2CCC(n3nccc3NC(=O)CCc3ccccc3)CC2)cc1
-12%,-29%,22%[57.1 µM],4%,2%,-32%,35%[activator],-6%,5%,CC(C)CC(=O)NC(=S)Nc1sc2c(c1C(N)=O)CCC2
13%,2%,-10%,48%[activator],9%,-3%,-2%,4%,0%,COc1ccc(OCC(=O)OC2CCN(C)CC2)cc1
.,-5%,8%,29%,-8%,?,-3%,0%,7%,CCN1C(=O)CC(c2ccccc2)N(C2CCCC2)c2nc(Nc3ccc(C(=O)NC4CCN(C)CC4)cc3OC)ncc21 (stereo unspecified)
0%,-6%,8%[0.457 µM],11%,-11%,-2%,-2%,4%,-2%,COC(=O)c1cc(-c2ccc(OC)c(OC)c2)on1
-1%,-2%,23%,22%,-1%,-14%,1%,-7%,-6%,CC(=O)Nc1ccc(NC(=O)Nc2ccc(C)c(C)c2)cc1
?,-40%,-6%,-8%,-17%,32µM*,?,.,41%[activator],COc1cccc(/C=N/n2c(C3CCCCC3)n[nH]c2=S)c1
3%,-19%,5%[57.1 µM],16%,14%,-13%,-7%,-1%,5%,C/C=C/C(=O)NCCc1ccc(OC)c(OC)c1
6%,-22%,17%,17%,-18%,13%,-2%,-3%,4%,C[C@H](NC(=O)c1ccccc1)C(=O)N1CCN(c2ccccc2)CC1
-4%,3%,-7%,27%,14%,-4%,-1%,0%,.,COc1ccccc1NS(=O)(=O)c1cccc(C(=O)N2CCCCCCC2)c1
-4%,-5%,18%,-19%,-6%,-31%,-2%,-4%,-3%,CCCCOC(=O)c1ccc(N2C(=O)CC(N3CCN(C/C=C/c4ccccc4)CC3)C2=O)cc1 (stereo unspecified)
-28%,-15%,-4%,39%[activator],5%,4%,?,-2%,-6%,O=C(Cc1nc(=O)c2ccccc2s1)Nc1ccccc1
0%,-6%,-4%[57.1 µM],13%,35%[activator],-4%,1%,8%,-4%,COc1ccc(-c2ncccc2O)cc1
0%,20%,7%,24%,-1%,-16%,-13%,-1%,4%,COc1ccccc1CNC(=O)C1CCN(S(=O)(=O)c2ccc3c(c2)CC(C)N3C(C)=O)CC1 (stereo unspecified)
8%,-16%,13%[11.4 µM],19%,-2%,-7%,-3%,-2%,-8%,CC1(c2ccc3ccccc3c2)CCC(=O)O1 (stereo unspecified)
-7%,-2%,8%,34%,-6%,0%,1%,-7%,-8%,CC1=C(C(=O)OCc2ccc3c(c2)OCO3)C(c2cccc([N+](=O)[O-])c2)NC(=O)N1 (stereo unspecified)
38%[activator],-13%,26%[57.1 µM],-7%,9%,?,-4%,-6%,-11%,CC1(C)CC(=O)CC2(C1)NCC(c1ccccc1Cl)c1c2[nH]c2ccccc12 (stereo unspecified)
-57%,-11%,2%,29%,-4%,-1%,-7%,1%,-10%,Cc1noc(C)c1S(=O)(=O)Nc1ccc(C(=O)NCc2ccccc2)cc1
-12%&1%,-17%[56.9 µM],16%,79%[activator],5%,-3%,-4%,-9%,-6%,CCC[N+]1(CC#CCC(c2ccccc2)c2ccccc2)CCCCC1
0%,30%,-2%,34%,-6%,-4%,-18%,-8%,-2%,COc1ccc(/C=C/C(=O)O)cc1S(=O)(=O)NCc1ccco1
-22%,1%,21%,30%,-3%,-4%,-4%,-7%,5%,COc1ccccc1C(=O)C1CCCN(C(=O)c2ccc(C(C)=O)s2)C1 (stereo unspecified)
2%,-23%,8%,27%,-5%,-2%,-1%,-5%,-3%,CCOC(=O)c1c(C)[nH]c(C)c1S(=O)(=O)NC(CC)CN1CCOCC1 (stereo unspecified)
?,18%,16%,18%,-5%,-15%,14%,-4%,1%,Cc1cc(NC(=O)CCNS(=O)(=O)c2ccc3c(c2)oc(=O)n3C)ccc1Br

From PubChem
